L3MBTL1 inh – L3MBTL1 (human) inhibition | hit rate 0.66% among 230,000 | AID 485360 | Q9Y468 | AlphaScreen L3MBTL1–H3K9me1 peptide binding | Potency, µM (series often up to 57.1 µM), for the others: at the highest dose activity, negative = inhibition, most hits filed as inhibitors; active = well fitted inhibition curve with a large enough effect; inconclusive = small, poorly fitted or top-dose-only effect; inactive = no such curve, though single readings can be large or run the other way; also: nearly all actives have a fitted effect of over 60% in size
Target sequence (Q9Y468 whole entry, looked up): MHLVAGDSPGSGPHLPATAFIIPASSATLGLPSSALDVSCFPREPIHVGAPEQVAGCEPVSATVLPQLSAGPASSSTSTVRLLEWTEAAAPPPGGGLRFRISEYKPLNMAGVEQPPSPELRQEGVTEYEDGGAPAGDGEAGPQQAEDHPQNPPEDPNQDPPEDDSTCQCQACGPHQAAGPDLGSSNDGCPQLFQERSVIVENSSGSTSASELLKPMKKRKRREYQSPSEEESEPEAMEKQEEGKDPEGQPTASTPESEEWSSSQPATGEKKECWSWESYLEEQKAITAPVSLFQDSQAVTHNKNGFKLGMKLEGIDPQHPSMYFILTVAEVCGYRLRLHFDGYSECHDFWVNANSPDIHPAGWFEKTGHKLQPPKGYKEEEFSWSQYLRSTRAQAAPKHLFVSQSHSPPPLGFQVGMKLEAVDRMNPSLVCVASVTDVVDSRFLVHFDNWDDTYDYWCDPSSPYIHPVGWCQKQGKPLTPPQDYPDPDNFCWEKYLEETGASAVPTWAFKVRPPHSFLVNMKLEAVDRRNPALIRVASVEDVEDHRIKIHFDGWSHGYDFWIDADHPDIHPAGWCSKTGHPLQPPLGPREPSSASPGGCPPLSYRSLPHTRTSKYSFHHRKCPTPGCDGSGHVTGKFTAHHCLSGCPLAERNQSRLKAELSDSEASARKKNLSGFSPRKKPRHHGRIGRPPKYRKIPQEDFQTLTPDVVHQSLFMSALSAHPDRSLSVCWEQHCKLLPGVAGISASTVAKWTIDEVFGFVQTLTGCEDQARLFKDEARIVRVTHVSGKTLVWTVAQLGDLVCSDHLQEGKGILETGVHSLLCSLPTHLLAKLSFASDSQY
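AlphaScreen assay: L3MBTL1 (50 nM final) was preincubated 30 min at room temperature with biotinylated H3(1-15)K9me1 peptide (75 nM final), then 30 min with library compounds; streptavidin donor and nickel chelate acceptor beads (10 ug/mL final) added, 30 min dark.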
* hit, by the source's call; ? = inconclusive; ! = a repeat was not active; [ ] = another dose, or the depositor's remark. % is scaled to controls: 0 for no effect and ±100 for the full control effect; potency is read from the fitted curve at half-maximal effect. This is a subset (hit frequency here may not be typical).

#	Molecule	L3MBTL1 inh
1	Cc1nc2ccccc2c(C)c1CC(=O)N(CC(C)C)c1c(N)n(Cc2ccccc2)c(=O)[nH]c1=O	-6.2%
2	COc1cc(Cl)c(C)cc1NC(=O)CN(C)C1CCS(=O)(=O)C1 (centres undefined)	2.2%
3	Cc1csc(CNc2ncnc3ccc(-c4ccco4)cc23)c1	-8.0%
4	CCc1cc(C(=O)Nc2cc(S(=O)(=O)N(CC)CC)ccc2N2CCOCC2)sc1C	-0.1%
5	Cc1cccc(COc2coc(CN3CCN(C(=O)c4ccco4)CC3)cc2=O)c1	0.4%
6	Cc1ccc(C(=O)NCCCN2CCOCC2)cc1Cl	-0.4%[2.29 µM]
7	CCOc1ccc(-n2nnnc2SCC(=O)Nc2cccc(O)c2)cc1	-4.4%
8	Oc1ccc(-c2nnc(SCc3ccccc3)o2)cc1	-2.9%
9	Cc1ccc(N(C)C(=O)c2cnn(-c3ccccc3)c2C)c(C)c1	0.1%
10	COc1ccc(CC(=O)NNC(=O)c2ccccn2)cc1	-4.8%
11	O=C(CNc1cccc([N+](=O)[O-])c1)NC(=O)NC1CCCCC1	-1.2%
12	CC1CC(C)CN(C(=O)COC(=O)c2cccc(S(=O)(=O)N(C)c3ccccc3)c2)C1 (centres undefined)	6.7%
13	Cc1ccc(C2=NS(=O)(=O)N(C)C(C(=O)NC3CCCCC3)=C2)cc1	-3.2%
14	O=C(c1cc(-c2ccncc2)nc2ccccc12)N1CCN(Cc2ccccc2)CC1	-11.9%
15	CN(Cc1ccco1)Cc1ccc(O)c2ncccc12	11.2µM*!
16	O=C(NC1=NCCS1)C1CCN(S(=O)(=O)c2ccccc2C(F)(F)F)CC1	3.1%
17	Cc1cccc(NC(=O)CN(CC2CCCO2)C(=O)c2ccc(S(C)(=O)=O)cc2)c1C (centres undefined)	0.1%
18	O=S(=O)(NCCC1=CCCCC1)c1ccc(OC(F)(F)F)cc1	25.8%
19	CCC(C)[C@H]1COCCS(=O)(=O)N1Cc1ccccc1F (some centres undefined)	3.2%
20	O=C(COc1ccccc1)Nc1cc(Cl)ccc1Cl	36.0%[activator]
21	O=C(c1cc(-c2cccs2)nc2ccccc12)N1CCN(CCO)CC1	-2.4%
22	CCCCN1C(=O)C(=O)N(CC(=O)Nc2ccc(OC(F)(F)F)cc2)C1=O	-2.7%
23	CCCN1CCC(=O)N([C@H](CO)CC(C)C)CC1	5.3%
24	c1ccc(SCCCCN2CCOCC2)cc1	-0.7%
25	COc1ccc2oc(C(=O)OCC(=O)NC(C)(C#N)C3CC3)c(C)c2c1 (centres undefined)	2.9%
26	CN1CCN(c2ccc(C(CC(N)=O)NC(=O)Cc3cccc4ccccc34)cc2[N+](=O)[O-])CC1 (centres undefined)	7.1%
27	CCc1nnc(SCC(=O)Nc2ccc(NC(C)=O)cc2)n1-n1cccc1	4.0%
28	CC(=O)c1ccc(OCCCC(=O)N2CCN(S(=O)(=O)c3cc(C)ccc3C)CC2)cc1	1.0%
29	C/C(=N/OC(=O)c1ccccc1Br)c1ccc(C)cc1	67.5%[activator]
30	O=C(Nc1cccc(Br)c1)c1ccc(CN2CCc3ccccc3C2)cc1	1.9%
31	Cc1cccc(CN2CCC(N3CC(C)OC(C)C3)CC2)c1 (centres undefined)	1.3%
32	Cc1c(NC(=O)COc2cccc(Cl)c2Cl)c(=O)n(-c2ccccc2)n1C	3.5%
33	N#Cc1ccc(S(=O)(=O)Nc2ccccc2N2CCOCC2)cc1	1.1%
34	CC(C)n1nccc1NC(=O)COC(=O)c1ccc(NC(N)=O)cc1	1.9%
35	O=C(O)c1ccnc2c(O)cccc12	12.6µM*
36	CCOc1ccc(CCNC(=O)COC(=O)c2cccnc2SC)cc1OCC	0.6%
37	CC(C)C[C@@H](CN=[N+]=[N-])N1CCN(CC(C)C)CCC1=O	2.8%
38	Cc1oc(-c2cccc(Cl)c2)nc1CS(=O)(=O)CC(=O)NCCN1CCCC1	-4.7%
39	O=C(NCC1CCCO1)c1cc([N+](=O)[O-])ccc1N1CCC(Cc2ccccc2)CC1 (centres undefined)	-8.8%
40	O=C(C[C@@H]1C/C=C/CCCC(=O)O[C@H](c2ccccc2)CNC1=O)NCCO	3.5%
41	COc1cc(NC(=O)c2ccccc2)c(OC)cc1NC(=O)CN1C(=O)N(C)C2(CCCCC2)C1=O	-11.5%
42	CCN(CC(=O)Nc1ccc2c(c1)OCCO2)C(=O)/C=C/c1cccc(Br)c1	-2.5%
43	Cc1ccc(CN(C)C(=O)c2ccc(S(=O)(=O)N3CCCCCC3)cc2)o1	-2.4%
44	O=C(O)c1cccc2c1C(=O)c1ccc(N3CCCCC3)cc1S2(=O)=O	-8.0%
45	CCOC(=O)Cn1cnc2scc(-c3ccccc3)c2c1=O	-3.7%
46	Nc1c(N(CCC2=CCCCC2)C(=O)c2ccc([N+](=O)[O-])o2)c(=O)[nH]c(=O)n1Cc1ccccc1	-6.9%
47	C[C@H](CO)N1C[C@H](C)[C@@H](CN(C)Cc2ccc(Cl)c(Cl)c2)Oc2c(NS(=O)(=O)c3cn(C)cn3)cccc2C1=O	4.2%
48	Cc1ccc(SC[C@H](C)CN2CC[C@H](C)CCC2=O)cc1	19.1%
49	NCCCn1c(C(=O)c2ccc(Cl)cc2)c2ccc([N+](=O)[O-])cc2[n+]1[O-]	-7.8%
50	O=C(CSc1nc2[nH]c(=O)[nH]c(=O)c2s1)Nc1cccc(F)c1	0.0%
51	Cc1ccc(S(=O)(=O)N(Cc2cccc(C)c2)C(=O)N2CCN(C)CC2)cc1	3.3%
52	CSc1ccccc1NC(=O)CN(C)CC(=O)NCC(=O)Nc1ccc(F)cc1	5.4%
53	CC(C)CCN1C(N(C)C)=NC[C@@H]1C	7.3%
54	C#CCOCCOCCOCCNc1nc(N2CCN(C(=O)CCCCCCCCCCNC(=O)Cn3cc(CCCCCN)nn3)CC2)nc(N2CCN(C(=O)CCCCCCCCCCNC(=O)[C@H](CO)n3cc(CCCCCN)nn3)CC2)n1	12.0%
55	O=C(COC(=O)c1ccc([N+](=O)[O-])o1)Nc1ncc(Cl)cc1Cl	?
56	C=Cn1cc[n+](CC(=O)c2ccc(Cl)c(Cl)c2)c1	7.7%
57	Cc1ccc(S(=O)(=O)NCCC(=O)NCC(c2ccco2)N2CCCCC2)cc1C (centres undefined)	-1.3%
58	Cc1cc(NC(=O)CCN2CCN(C/C=C/c3ccccc3)CC2)ccc1Br	-3.6%[2.29 µM]
59	O=C(CSc1nnc(Nc2ccccc2)s1)NC1CCCC1	3.8%
60	COc1cccc(CC2(CO)CCCN(Cc3ccc(OC)c(C)c3OC)C2)c1 (centres undefined)	-0.1%

In a second layout: results already given.
no. | L3MBTL1 inh | structure
44 | -8.0% | O=C(O)c1cccc2c1C(=O)c1ccc(N3CCCCC3)cc1S2(=O)=O
45 | -3.7% | CCOC(=O)Cn1cnc2scc(-c3ccccc3)c2c1=O
46 | -6.9% | Nc1c(N(CCC2=CCCCC2)C(=O)c2ccc([N+](=O)[O-])o2)c(=O)[nH]c(=O)n1Cc1ccccc1

Next section.
#	Molecule	L3MBTL1 inh
61	CCc1ccc(C(=O)OCC(=O)N(CC)c2c(N)n(Cc3ccccc3)c(=O)[nH]c2=O)cc1	2.4%
62	CSCC[C@H](NC(=O)c1ccc(OCC2CCCO2)cc1)c1nc2ccccc2[nH]1 (some centres undefined)	-6.3%
63	COCCN(C(=O)CSc1nc2ccccc2o1)c1c(N)n(Cc2ccccc2)c(=O)[nH]c1=O	3.2%
64	CC(OC(=O)CCC(=O)c1ccccc1)C(=O)Nc1ccc(F)cc1 (centres undefined)	1.2%
65	O=C(Nc1ccc(F)cc1)c1cccnc1	5.8%
66	Cc1ccc(S(=O)(=O)Nc2ccc(F)cc2)cc1C(=O)N1CCOCC1	1.7%
67	O=C1NC[C@@H](c2ccccc2)OC(=O)[C@@H](Cc2ccc(F)cc2)C/C=C\C[C@@H]1CC(=O)N(CCO)Cc1ccccc1	0.0%
68	CCC1(CC)NC(=O)N(CC(=O)OC(C)C(=O)Nc2ccc(NC(C)=O)cc2)C1=O (centres undefined)	3.5%
69	COc1ccc(C(=O)NC(C)C2CC3CCC2C3)cc1 (centres undefined)	1.7%
70	CN(CC(=O)Nc1ccc(Cl)cc1)C1CCCCC1	2.9%
71	CC(Sc1nnc(CN2CCCC2)n1Cc1ccccc1)C(=O)Nc1ccccc1 (centres undefined)	-6.0%
72	O=C(NCC(F)(F)F)c1ccc(S(=O)(=O)N2CCN(C(=O)C3CCCO3)CC2)cc1 (centres undefined)	2.5%
73	O=C(NCC(c1ccco1)N1CCN(c2ccccc2F)CC1)C(=O)NC1CCCCC1 (centres undefined)	1.8%
74	Cc1cc(NC(=O)CSCC(=O)Nc2nc3ccccc3[nH]2)no1	-3.2%
75	C=CCC[C@@H](Cc1ccc(F)cc1)C(=O)OC[C@@H](Cc1c[nH]c2ccccc12)NC(=O)[C@@H](CC=C)CC(=O)NCCO	-10.0%
76	COc1ccccc1NC(=O)CSc1nc2[nH]ncc2c(=O)[nH]1	7.1%
77	COc1ccc(C)cc1NS(=O)(=O)c1ccc2c(c1)oc(=O)n2C	2.4%[2.29 µM]
78	O=C1CCN(Cc2ccccc2)CCN1[C@H](CO)c1ccccc1	2.6%
79	Cc1ccc2c(c1)[C@H]1[C@H](CO2)[C@H](c2ccccc2)[C@]2(C)C(=O)Nc3cc(F)ccc3C(=O)N12	-0.8%
80	Cc1ccc(CONC(=O)c2ccc([N+](=O)[O-])cc2)cc1	0.1%
81	Cc1cc(C(=O)Nc2cccc(-c3ccc(N4CCOCC4)nn3)c2)ccc1[N+](=O)[O-]	-7.8%
82	CCN(CC)CCNC(=O)c1ccc(NC(=O)COc2ccc3c(c2)CCC3)cc1	-1.0%
83	Cc1ccc(NC(=O)Cn2cnc3c(NCc4ccccc4)ncnc32)cc1C	7.4%
84	COCCN(CC(=O)Nc1cccc(C)c1C)C(=O)c1oc2c(Cl)cccc2c1C	-1.1%
85	CC1CCC(NC(=O)Cn2c(=O)oc3cc(S(=O)(=O)N4CCCC4)ccc32)CC1 (centres undefined)	-6.4%
86	O=C(COC(=O)c1ccccc1-n1cnnn1)c1ccc(F)cc1	6.0%
87	C=CCc1ccccc1OCC(O)CN1C(=O)c2ccccc2C1=O (centres undefined)	-3.3%
88	COc1ccc(NC(=O)CSCC(=O)Nc2nnc(C)s2)cc1	1.0%
89	CCOc1ccc(NS(=O)(=O)c2cc(C(=O)NCCN3CCOCC3)ccc2C)cc1	-1.9%
90	CN(CC(=O)Nc1ccccc1Br)C(=O)CNC(=O)c1cccs1	1.9%
91	COc1cccc(/C=C/C(=O)OCC(=O)NCCCc2ccccc2)c1OC	3.5%
92	CCCc1nc2c(s1)CCc1onc(-c3cccc([N+](=O)[O-])c3)c1-2	-4.5%
93	Cc1cc(=O)oc2c3c(cc(OCC(=O)NCc4ccncc4)c12)OC(C)(C)CC3	-2.9%
94	CCN(CC)S(=O)(=O)c1ccc(N2CCOCC2)c(NC(=O)c2ccc(N3CCCC3=O)cc2)c1	-6.0%
95	O=C1NC(=Nc2ccccc2)S/C1=C\c1ccccc1	4.9%[2.29 µM]
96	Cc1ccc(CNC(=O)COC(=O)c2ccc(Br)o2)cc1	6.5%
97	COc1ccc(C2=CC(=O)C[C@H](c3ccc4c(c3)OCO4)C2)cc1	-10.2%
98	O=C(Nc1ccccn1)c1cccc(S(=O)(=O)N2CCc3ccccc3C2)c1	-2.6%
99	CC(C(=O)O)N1c2cccc3cccc(c23)S1(=O)=O (centres undefined)	10.5%
100	O=C(NCCS(=O)(=O)N1CCCCCC1)c1ccc(F)cc1	5.3%
101	N#Cc1c(NC(=O)COC(=O)c2nccnc2N)sc2c1CCCC2	-16.1%
102	C[C@@H]1COC(=O)CCC/C=C\C[C@@H](CC(=O)N(CCO)Cc2ccccc2)C(=O)N1	7.9%
103	CC(C)c1ccc(OCC(=O)N(Cc2ccco2)C2CCS(=O)(=O)C2)cc1 (centres undefined)	-1.3%
104	Cc1cc(C)c(NS(=O)(=O)c2ccc3c(c2)NC(=O)C(C)C(=O)N3)c(C)c1 (centres undefined)	-4.2%
105	Cc1cccc(OCC(=O)OCC(=O)Nc2ccc(Cl)cn2)c1	3.9%
106	CCn1c(=O)c2ccccc2n(Cc2ccccc2C)c1=O	2.7%
107	Cc1nn(CC(=O)NCCCN2CCCC2=O)c(C)c1[N+](=O)[O-]	6.5%
108	Cc1ccc(CC(=O)N(C)CC(=O)N(CC(C)C)c2c(N)n(CC(C)C)c(=O)[nH]c2=O)cc1C	-5.2%
109	O=C(COC(=O)Cc1ccsc1)Nc1ccc(Br)cc1F	10.1%
110	CN(C)C(=O)CCc1ccc2c3c([nH]c2c1)[C@]1(CCC2CCCC2)[C@@H](C(=O)N2CCOCC2)C[C@H](CC(=O)NCc2cccc(C(F)(F)F)c2)C(=O)N1CC3	-8.2%
111	C[C@H](CO)N1C[C@H](C)[C@@H](CN(C)C)Oc2c(NC(=O)CCCCCC(=O)Nc3ccccc3N)cccc2C1=O	5.9%
112	O=C(Cc1ccc(S(=O)(=O)N2CCOCC2)s1)N1CCN(c2ccc(C(F)(F)F)cc2[N+](=O)[O-])CC1	-6.6%
113	Cc1ccc(Cn2nc(C)c(C(=O)NCC(c3cccs3)N3CCOCC3)c2Cl)cc1 (centres undefined)	33.0%[activator]
114	CC(=O)CSc1nc2c(c(=O)[nH]c(=O)n2C)n1Cc1ccccc1Cl	-0.2%
115	CCOc1ccc(S(=O)(=O)NCCC(=O)NCc2ccccn2)cc1	4.7%
116	CSc1ncccc1C(=O)Nc1ccc2c(c1)OCCO2	1.7%
117	Cc1cc(/C=C2\SC(=O)N(C)C2=O)c(C)n1-c1ccc(O)cc1	-0.1%

Compound activity: PubChem, National Center for Advancing Translational Sciences (NCATS)
